Screens from PubChem BioAssay.
TRHR ag – activates the human TRH receptor; activation, % at 2 µM; AID 493084; 360,000 tested, 0.18% active; TRHR cells, calcium flux fluo-8, FDSS agonist mode; further: 0% is about no effect
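Read-out: compound-evoked intracellular calcium rise in TRHR cells, fluo-8 dye, kinetic FDSS fluorescence at 1 s/cycle following a 10-cycle baseline. Cells cultured overnight before dye loading (30 min–1.5 h, RT).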
D2 potentiator – D2 dopamine receptor (human) potentiation; P14416; HEK293 T-REx D2, calcium flux, EC20 dopamine potentiation; potentiation, % at 10 µM; 340,000 tested, 0.34% active; AID 485347;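 active means potentiation over 3 SD above the plate norm, cut at about 30% in these data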; further: 0% is about no effect
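Cells plated with tetracycline inducer and held overnight at 30 C; calcium dye loaded 30–90 min at room temperature; baseline taken, compound added and read 180 s; EC20 dopamine then added and read 180 s.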
D2 ag – activates the human D2 dopamine receptor; P14416; HEK293 T-REx D2 cells, calcium flux agonist mode; activation, % at 2 µM; 340,000 tested, 0.53% active; AID 485358;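 active means activation over 3 SD above normal in the single-dose calcium agonist read, cut at about 30% in these data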; further: 0% is about no effect
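Agonism scored from kinetic calcium signal (1 read/sec, 180 s) following compound pin transfer, after a 10 s baseline. Cells: HEK293 Trex line expressing inducible D2 receptor coupled to calcium, dye-loaded after overnight culture at 30 C.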
D1 antag – human D1 dopamine receptor antagonism; activity change, negative = inhibition, % at 10 µM; P21728; HEK293 TREx D1 cells, calcium flux, dopamine EC80; stronger effect = lower value; 360,000 tested, 3.2% active; in the data active means activity change below about -30%; further: on the % scale 0 is the no-effect control and ±100 the full control effect
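Tetracycline-induced HEK293 Trex D1 cells, force-coupled to calcium, dye-loaded; compounds added and read 180 s, then EC80 dopamine added and calcium flux tracked kinetically another 180 s.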
TRHR enhancer – allosteric enhancers of human TRH receptor | enhancement, % at 2 µM | AID 493056 | P34981 | TRHR cells, fluo-8 calcium fluorescence, EC20 TRH enhancement | 360,000 tested, 0.66% active; in the data active means enhancement above about 30%; further: 0% is about no effect
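Enhancer read-out: after compound pinning and an initial kinetic agonist-mode read, an EC20 of TRH (10 nM final) was injected and fluo-8 calcium signal (Ex 480/Em 530) followed at 1 s/cycle for 100 cycles in TRHR-expressing cells.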
D2 antag – antagonizes the human D2 dopamine receptor. 340,000 tested, 2% active. inhibition, % at 10 µM. HEK293 TREx D2 cells, calcium flux, dopamine EC80. P14416. AID 485344; in the data active means inhibition above about 30%; further: 0% is about no effect
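Compounds are added to dye-loaded, induced HEK293 T-REx cells coupled to calcium release via D2; after a 3 min kinetic read an EC80 dopamine stimulus is given and fluorescence is recorded for 3 more min.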
D1 PAM – enhances dopamine response at the human D1 receptor | P21728 | HEK293 TREx D1 cells, calcium flux, dopamine EC20 potentiation | potentiation, % at 10 µM | 360,000 tested, 0.036% active | AID 504651; in the data active means potentiation above about 30%; further: 0% is about no effect
RXFP1 antag – blocks the human relaxin receptor RXFP1 | Q9HBX9 | HEK293-RXFP1, relaxin-stimulated cAMP HTRF, 30 min; stronger effect = lower value | activity change, negative = inhibition, % at 57.5 µM | 350,000 tested, 0.59% active;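 active means activity change of -60% or lower, but not beyond a set lower limit; inconclusive means change between -60% and -40%, or beyond the set limit; inactive means change above -40%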; further: on the % scale 0 is the no-effect control and ±100 the full control effect
Target sequence (Q9HBX9 whole entry, looked up): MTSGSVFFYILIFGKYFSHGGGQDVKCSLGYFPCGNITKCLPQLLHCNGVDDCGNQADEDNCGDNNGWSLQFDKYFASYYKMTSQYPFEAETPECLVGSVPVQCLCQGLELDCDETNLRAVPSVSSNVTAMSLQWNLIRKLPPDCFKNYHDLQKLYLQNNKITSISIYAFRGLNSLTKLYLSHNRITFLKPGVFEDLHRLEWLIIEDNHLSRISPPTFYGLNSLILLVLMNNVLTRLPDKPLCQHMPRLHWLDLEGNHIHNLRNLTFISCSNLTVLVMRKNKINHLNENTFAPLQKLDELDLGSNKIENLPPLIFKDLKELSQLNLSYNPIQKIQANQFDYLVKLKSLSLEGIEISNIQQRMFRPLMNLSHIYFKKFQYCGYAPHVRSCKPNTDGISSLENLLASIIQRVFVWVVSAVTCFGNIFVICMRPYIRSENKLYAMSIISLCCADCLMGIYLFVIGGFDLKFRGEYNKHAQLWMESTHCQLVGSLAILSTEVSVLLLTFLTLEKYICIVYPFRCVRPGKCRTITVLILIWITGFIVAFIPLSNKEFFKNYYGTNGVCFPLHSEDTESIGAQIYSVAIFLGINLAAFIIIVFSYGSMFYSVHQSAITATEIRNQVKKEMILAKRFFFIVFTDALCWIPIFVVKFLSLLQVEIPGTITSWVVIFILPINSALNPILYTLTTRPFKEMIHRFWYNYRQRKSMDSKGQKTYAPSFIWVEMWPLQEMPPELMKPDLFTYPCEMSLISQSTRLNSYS
D1 agonist – activates the human D1 dopamine receptor; HEK293 T-REx D1 cells, calcium flux, agonist mode; 360,000 tested, 1% active; P21728; activation, % at 2 µM; AID 504660; further: 0% is about no effect
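Agonism was scored from calcium flux recorded over 180 s (1 read/s) after pintool compound addition, following a 10-cycle baseline. Cells were inducible force-coupled HEK293 TREx D1, plated overnight at 30 C and loaded with no-wash calcium dye.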
The depositor's hits bear a star; ? = inconclusive; · = no result given; & = joins results of further samples. Unless noted, no stated cut-off is given here; in the data, active means activation above about 30%; inactive means the rest.

Fields: D2 ag | D1 PAM | D2 potentiator | TRHR enhancer | RXFP1 antag | TRHR ag | D1 antag | D1 agonist | D2 antag
(1) COc1cccc(/C=N\NS(=O)(=O)c2ccccc2)c1OC
 : 0.6 | -2 | 6 | -6 | -3 | -0.5 | 1 | 1 | 2
(2) COc1ccc(C(=O)NC2CCN(C(=O)Nc3ccc(F)cc3)CC2)cc1
 : 0.5 | -2 | 1 | 15 | -2 | 0.2 | 6 | 0 | 4
(3) Cc1ccc(NC(=O)CN2CCOCC2)c(Br)c1
 : 0.6 | -11 | 5 | -7 | 2 | -0.6 | -5 | 4 | -5
(4) COc1cccc(OC)c1C(=O)Nc1ccccc1NC(=O)c1c(OC)cccc1OC
 : 1.2 | 8 | 6 | 0 | 10 | 0.1 | 7 | 5 | 7
(5) O=S(=O)(c1cccc(-c2nn3c(-c4ccncc4)nnc3s2)c1)N1CCOCC1
 : -0.1 | -5 | 3 | -2 | · | -0.2 | -5 | 2 | 3
(6) Cc1ccc(CC2CC(=O)N(CCc3ccc4c(c3)OCO4)C2=O)cc1 (configuration not stated)
 : 0.4 | -2 | -7 | 1 | -1 | 0.0 | -31* | 1 | -11
(7) O=C(NCc1ccc2c(c1)OCO2)c1ccc(N2CCCC2=O)cc1
 : 0.0 | 4 | -3 | 8 | -5 | 0.1 | 8 | 1 | 13
(8) Cc1ccccc1NC(=O)C1c2ccccc2Oc2ccccc21
 : -0.1 | -6 | -17 | 13 | -6 | 0.5 | 19 | -1 | -2
(9) Cc1cc(=O)c2cc(C(=O)Nc3ccccc3)ccc2[nH]1
 : -0.2 | -2 | 8 | 10 | 3 | -0.6 | 1 | 0 | ·
(10) O=C(O)c1nn(CC(=O)N2CCC(Cc3ccccc3)CC2)c(=O)c2ccccc12
 : 0.4 | 16 | -10 | -5 | -12 | -0.6 | 0 | 7 | -5
(11) Cc1ccc(NC(=O)/C(CN(C)C)=N\O)cc1
 : 0.1 | -6 | 2 | -6 | 5 | 0.2 | 7 | 1 | -12
(12) NC(=O)COc1ccc(/C=N\NC(=O)c2ccc(-c3ccccc3)cc2)cc1
 : 0.4 | -1 | -9 | -8 | 0 | -0.8 | 7 | 4 | -7
(13) CC(=O)c1cccc(NC(=O)c2ccc(C(=O)Nc3cccc(C(C)=O)c3)nc2)c1
 : 0.3 | -7 | 14 | 4 | -17 | 0.3 | -6 | 3 | -11
(14) CC(C)(C)NCC(O)COc1ccccc1C(C)(C)C (configuration not stated)
 : 0.6 | 0 | -4 | 7 | -24 | 1.4 | -12 | 16 | 4
(15) Cc1c(C(Nc2ccccn2)c2ccccc2)c(=O)n(-c2ccccc2)n1C (configuration not stated)
 : -0.3 | -2 | 36* | 5 | 2 | -1.4 | 4 | -1 | 2

Random excerpt: 5 entries already listed
Fields: D2 ag | D1 PAM | D2 potentiator | TRHR enhancer | RXFP1 antag | TRHR ag | D1 antag | D1 agonist | D2 antag
(12) NC(=O)COc1ccc(/C=N\NC(=O)c2ccc(-c3ccccc3)cc2)cc1
 : 0.4 | -1 | -9 | -8 | 0 | -0.8 | 7 | 4 | -7
(14) CC(C)(C)NCC(O)COc1ccccc1C(C)(C)C (configuration not stated)
 : 0.6 | 0 | -4 | 7 | -24 | 1.4 | -12 | 16 | 4
(4) COc1cccc(OC)c1C(=O)Nc1ccccc1NC(=O)c1c(OC)cccc1OC
 : 1.2 | 8 | 6 | 0 | 10 | 0.1 | 7 | 5 | 7
(11) Cc1ccc(NC(=O)/C(CN(C)C)=N\O)cc1
 : 0.1 | -6 | 2 | -6 | 5 | 0.2 | 7 | 1 | -12
(7) O=C(NCc1ccc2c(c1)OCO2)c1ccc(N2CCCC2=O)cc1
 : 0.0 | 4 | -3 | 8 | -5 | 0.1 | 8 | 1 | 13

(listing goes on)
Fields: D2 ag | D1 PAM | D2 potentiator | TRHR enhancer | RXFP1 antag | TRHR ag | D1 antag | D1 agonist | D2 antag
(16) Cc1n[nH]c(=O)c2c(NC(=O)CSc3nnc(-c4ccncc4)n3C)oc(C)c12
 : -0.3 | -8 | -6 | 17 | -3 | 0.7 | 3 | 2 | -6
(17) Cc1ccc(OCC(=O)OC(C)CN2CCCCC2)cc1 (configuration not stated)
 : 0.0 | 10 | 4 | 3 | -2 | 0.0 | 6 | 3 | 3
(18) CN(C)CCN(C)Cc1ccccc1Sc1cccc2ccccc12
 : 1.4 | -15 | -17 | 4 | ? | 0.7 | -36* | 51* | -17
(19) CCCCc1ccc(/C=C2/C(=O)ON=C2c2ccccc2)s1
 : 0.8 | -13 | -3 | -10 | 0 | 0.8 | 1 | 1 | -13
(20) CC(=O)c1ccc(Oc2cc(C)nc(NCc3ccccc3)n2)cc1
 : -0.4 | 1 | -3 | -2 | · | -0.3 | -28 | 16 | -6
(21) COc1ccc(CCNC(=O)CCCCCn2c(SCC(N)=O)nc3cc4c(cc3c2=O)OCO4)cc1OC
 : -0.4&-1.1 | 3&-4 | 7&6 | -1&-1 | 2&-4 | 0.0&-0.4 | 12&-6 | 3&2 | 11
(22) O=C1CCCN1CCCNc1nc2c(S(=O)(=O)c3ccc(Br)cc3)nnn2c2ccccc12
 : -0.3 | 2 | -1 | 0 | 6 | -0.6 | 3 | 0 | 0
(23) CCC1CC2(C)NC(=O)c3c(sc4c3CC(C)(C)OC4)N2C1=O (configuration not stated)
 : 0.1 | -9 | -1 | 4 | 4 | 0.0 | -2 | 5 | 2
(24) CC(C)(C)c1csc(N/N=C/c2ccc(O)cc2)n1
 : 0.2 | -8 | -4 | 3 | -4 | -1.7 | -26 | 3 | 6
(25) CCCCCCn1c(=O)c(F)cn(Cc2ccc(OC)c([N+](=O)[O-])c2)c1=O
 : 1.0 | -5 | 10 | 5 | 5 | 0.1 | 4 | 1 | 26
(26) Cc1ccc(S(=O)(=O)NCc2ccccc2)cc1
 : 0.3 | 10 | 7 | -12 | -2 | -1.2 | -18 | 3 | -8
(27) CCc1ccc(/C([O-])=C(/C(=S)NCCN2CCOCC2)[n+]2ccccc2)cc1
 : -1.4 | -5 | 3 | 4 | 0 | -1.5 | 6 | 4 | -7
(28) O=C(NCCc1cccs1)C1CC1
 : -0.5 | 2 | -4 | 3 | -3 | 0.3 | -5 | 2 | -14
(29) C=CCNC(=O)C1CC(=O)N(c2ccc(OCc3ccccc3Cl)cc2)C1 (configuration not stated)
 : 0.6 | 2 | 3 | 6 | 7 | 0.1 | 5 | 6 | 15
(30) O=C(CCC(=O)c1cccs1)OCc1ccc([N+](=O)[O-])cc1
 : -0.4 | -4 | -4 | -10 | 7 | -2.2 | -26 | 2 | 26

Next structures follow:
Fields: D2 ag | D1 PAM | D2 potentiator | TRHR enhancer | RXFP1 antag | TRHR ag | D1 antag | D1 agonist | D2 antag
(31) O=C(Nc1cccc([N+](=O)[O-])c1)Nc1cccc([N+](=O)[O-])c1
 : 3.3 | -9 | -2 | -14 | -7 | 0.2 | -45* | 37* | 25
(32) CNC(=O)c1sc(Nc2cc(C)ccc2C)nc1C
 : 2.1 | -1 | 4 | 9 | 9 | 6.5 | 5 | 7 | -3
(33) CCOc1cc(S(=O)(=O)n2ccnc2)ccc1Br
 : · | 1 | · | 1 | 12 | -3.4 | -3 | 1 | ·
(34) Cc1c(NC(=S)N/N=C/c2cc([N+](=O)[O-])ccc2O)c(=O)n(-c2ccccc2)n1C
 : -0.5 | -3 | 7 | 5 | -4 | 0.7 | -21 | 1 | -27
(35) Cc1cccc(Nc2ccccc2C(=O)OCC(=O)N(C)C2CCS(=O)(=O)C2)c1C (configuration not stated)
 : 0.7 | 9 | -16 | -12 | 15 | -0.6 | 58 | 5 | -5
(36) CN1CCN(Cn2cc(/C=C/C(=O)c3ccccc3)c3ccccc32)CC1
 : · | -5 | · | 3 | -7 | 1.4 | -5 | 6 | ·
(37) CC(=O)Nc1ccc(NC(=O)C(C)Oc2ccc(Cl)cc2Cl)cc1 (configuration not stated)
 : -0.3 | -5 | 5 | 0 | 4 | 0.1 | · | 1 | 0
(38) COCCOCCn1c(CCCO)nc2ccccc21
 : · | -2 | · | 1 | -4 | 0.9 | -2 | 1 | ·
(39) Cc1cccn2c(=O)c3cc(C(=O)NCc4ccco4)c(=N)n(C(C)C)c3nc12
 : 0.7 | 1 | 1 | -7 | 15 | 2.9 | -28 | 0 | -11
(40) COc1ccc(-c2nc3ccc(C)cc3c(=O)o2)cc1OC
 : -0.1 | -4 | -7 | -7 | -5 | 0.3 | 5 | 2 | -2
(41) CCOc1ccc(-c2c(C)nn3c(C)c(C(=O)Nc4ccccc4C(=O)OC)cnc23)cc1OCC
 : · | 0 | 0 | 10 | -3 | 0.5 | -3 | 2 | ·
(42) COc1ccccc1N1C(=O)CC(Sc2nc(C)cc(C)n2)C1=O (configuration not stated)
 : 0.4 | -3 | -4 | -5 | 9 | 0.2 | -6 | 1 | 2
(43) CCC(OC(=O)c1ccco1)C(=O)NCc1ccc2c(c1)OCO2 (configuration not stated)
 : · | -7 | -1 | 6 | -2 | 0.0 | -7 | 1 | ·
(44) Cc1ccc(S(=O)(=O)N2CCN(C(=O)Cc3ccc4c(c3)OCCO4)CC2)cc1C
 : 0.0 | -5 | 9 | 0 | -1 | 0.0 | -2 | -1 | 6
(45) Cn1c(SCC(=O)NNC(=O)Cc2ccccc2)nnc1-c1ccccc1
 : 0.4 | -11 | 1 | 6 | 10 | 0.6 | -1 | -1 | 3

Continued:
Fields: D2 ag | D1 PAM | D2 potentiator | TRHR enhancer | RXFP1 antag | TRHR ag | D1 antag | D1 agonist | D2 antag
(46) COCC1CCN(Cc2nc(-c3cccs3)no2)C1 (configuration not stated)
 : -0.8 | 4 | 6 | -5 | -15 | 0.6 | 0 | 2 | -1
(47) O=C(O)C1CCC(CNS(=O)(=O)c2ccc(Br)cc2)CC1 (configuration not stated)
 : 0.4 | -7 | -1 | 5 | -3 | 1.6 | -1 | 2 | -3
(48) CN(c1ccc(OC(=O)c2ccc(-n3cncn3)c([N+](=O)[O-])c2)cc1)S(=O)(=O)c1ccccc1
 : -0.1 | -10 | -4 | -4 | -6 | 0.3 | -9 | 7 | 15
(49) Cc1ccc(S(=O)(=O)N2CCN(C(=O)COC(=O)c3c(C)cc(C)cc3C)CC2)c(C)c1
 : 0.1 | 4 | 8 | 1 | -1 | 1.2 | 5 | 3 | -1
